# PDI inh: inhibitors of human protein disulfide isomerase. AID 588391. inhibition, % at 10 µM. 350,000 tested, 0.052% active. P07237. PDI insulin aggregation turbidity, A650, 90 min;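 active = mean inhibition across replicates of 30% or more, whatever share of single replicates reach that level; inconclusive = mean inhibition below 30% while every single replicate reaches 30%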;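 note: absorbance from insulin aggregation driven by PDI reduction with DTT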
# m5-HT2A agonist: mouse HTR2A agonism via beta-arrestin recruitment; CHO-K1 mHTR2A beta-arrestin complementation, luminescence; percent of 30 µM serotonin response; activation, % at 7.6 µM; 360,000 tested, 0.66% active; AID 624169;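 active = activation above a run cutoff, the mean activation of all tested compounds plus 3 SD, cut at about 14% in these data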;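 note: 0% = plate median of compound wells and 100% = 30 µM serotonin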
# Target sequence (P35363 whole entry, looked up): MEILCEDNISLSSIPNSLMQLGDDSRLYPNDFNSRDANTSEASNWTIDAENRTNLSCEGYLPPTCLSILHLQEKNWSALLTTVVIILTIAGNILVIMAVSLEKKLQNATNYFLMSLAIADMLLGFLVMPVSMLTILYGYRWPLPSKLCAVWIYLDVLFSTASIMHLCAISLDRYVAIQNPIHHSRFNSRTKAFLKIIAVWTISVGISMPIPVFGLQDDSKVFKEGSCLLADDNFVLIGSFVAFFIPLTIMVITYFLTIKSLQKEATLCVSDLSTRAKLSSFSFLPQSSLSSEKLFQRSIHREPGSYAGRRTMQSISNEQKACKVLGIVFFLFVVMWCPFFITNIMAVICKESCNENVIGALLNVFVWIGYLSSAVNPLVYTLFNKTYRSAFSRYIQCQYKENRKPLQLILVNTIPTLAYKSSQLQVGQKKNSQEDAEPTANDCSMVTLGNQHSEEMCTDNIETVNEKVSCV
# N-glyco inh: N-linked glycosylation inhibition | D54 ERlucT glycosylation luciferase reporter, 24 h; percent of 100 nM tunicamycin response | reporter increase, % at 12.5 µM | 360,000 tested, 0.23% active;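 active = mean luciferase reporter signal, scaled so untreated is 0 and the glycosylation-blocking control 100, at or above a set limit in every replicate; inconclusive = mean reaches the limit but not every replicate does; inactive = mean below the limit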;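 note: luciferase carries N-glycosylation sites so blocking glycosylation raises the light; 0% = median of neutral control wells and 100% = median of 100 nM tunicamycin wells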
# ABCB6 inh MLPCN: inhibitors of human ABC transporter ABCB6; AID 602162; Q9NP58; 360,000 tested, 0.19% active; K562-ABCB6 porphyrin accumulation, flow cytometry, 1 h; stronger effect = lower value; fluorescence ratio to DMSO, % at 10 µM;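 active = fluorescence ratio to DMSO below 75%, the collection mean minus 3 SD; inconclusive = too few cells collected in the well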;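 note: signal is porphyrin accumulated inside mitochondria; 100% equals median channel fluorescence of DMSO control wells; lower ratio means ABCB6 inhibition with less porphyrin fluorescence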
# MC4R antagonist: antagonists of human melanocortin 4 receptor (MC4R) | MC4R-expressing cells, MTII-stimulated cAMP, LANCE TR-FRET | P32245 | AID 540295 | inhibition, % at 6.5 µM | 360,000 tested, 0.48% active;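 active = inhibition above its plate's cutoff, the mean of tested wells on that plate plus 3 SD, cut at about 29% in these data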;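 note: 0% = Melanotan II alone and 100% = Melanotan II plus saturating MCL0020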
# Target sequence (P32245 whole entry, looked up): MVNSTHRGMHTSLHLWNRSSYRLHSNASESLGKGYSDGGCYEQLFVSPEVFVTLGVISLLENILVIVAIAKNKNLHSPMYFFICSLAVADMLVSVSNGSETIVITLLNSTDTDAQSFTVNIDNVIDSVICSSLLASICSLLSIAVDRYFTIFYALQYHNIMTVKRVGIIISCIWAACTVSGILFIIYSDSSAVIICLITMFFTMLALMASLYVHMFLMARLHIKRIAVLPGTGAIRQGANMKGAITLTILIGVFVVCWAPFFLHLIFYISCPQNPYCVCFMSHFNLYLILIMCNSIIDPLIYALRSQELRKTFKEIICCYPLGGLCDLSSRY
#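 Material – human MC4R-expressing U2OS cells · Repeats – no replicates · Detection – TR-FRET with Eu-cAMP and labeled anti-cAMP, 671 nm · Times – compound 30 min, challenge 1 h, detection 1 h · Compound – single nominal compound dose of 6.5 µM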
# H9c2 protect: myocardial damage modulation in H9c2 cells; H9c2 cardiomyocytes, H2O2 injury protection, ATPLite, 2 h; 360,000 tested, 0.63% active; protection from H2O2 cell death, % at 20 µM;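 active = compounds giving at least 50% protection of heart cells from peroxide-induced death in the single-dose screen, raw or plate-pattern-corrected value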;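 note: 0% = DMSO wells with peroxide and 100% = DMSO wells without peroxide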
# MC4R barr agon: human MC4R agonism via beta-arrestin; P32245; U2OS MC4R beta-arrestin complementation, luminescence; percent of melanotan II response, DMSO zero; activation, % at 8.9 µM; 360,000 tested, 0.98% active;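 active = activation above a per-plate cutoff, the mean activation of sample wells on that plate plus 3 SD, cut at about 8% in these data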
# Granule exo inh: blocks lytic granule exocytosis. 360,000 tested, 0.66% active. TALL-104 LAMP-1 surface exposure, flow cytometry; cells stimulated with thapsigargin and PMA. inhibition, % at 10 µM. AID 651702;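 active = inhibition above about 55%, limit read from the data; inconclusive = no clear call, values can overlap the other calls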
# CaV13 ICDI inh: Primary screen for inhibitors of IQ motif and Ca2+-dependent inactivation inhibitor domain binding in CACNA1D, Förster resonance energy transfer in living cells, …; HEK cells, CFP/YFP FRET ICDI-IQ, plate reader, 10 min; percent FRET-ratio fall versus neutral wells; inhibition, % at 12.3 µM; 340,000 tested, 0.098% active;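 active = mean replicate inhibition of at least 30% and at least 1% of replicates passing that level; inconclusive = only one of the two criteria is met; inactive = neither criterion is met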;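 note: 0% = median of the neutral control wells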
# ABHD5 PLIN5 PPI: ABHD5-PLIN5 protein interaction inhibition; Q00G26+Q8WTS1; Split G. princeps luciferase complementation, luminescence, 4 h; inhibition, % at 4 µM; 360,000 tested, 0.78% active; AID 602281;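 active = inhibition above the mean inhibition across every tested compound plus 3 SD, cut at about 22% in these data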;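 note: 0% = DMSO only wells and the 100% control is not disclosed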
# Numbers without * were called inactive; ? = inconclusive; · = not tested or not shown. Not a hit list (roughly 4.2% active in at least one column).
SMILES,PDI inh,m5-HT2A agonist,N-glyco inh,ABCB6 inh MLPCN,MC4R antagonist,H9c2 protect,MC4R barr agon,Granule exo inh,CaV13 ICDI inh,ABHD5 PLIN5 PPI
Cc1sc2ncn(CC(=O)NCCCC(=O)N(C)Cc3ccccc3)c(=O)c2c1C,-7,5,0,97,14,6,1.2,2,-3,5
CCOC(=O)C1=C(c2ccccc2)ON(C)C1c1ccccc1 (centres undefined),-3,-3,-1,99,7,-1,-1.4,-6,-3,-6
Cc1ccccc1OCC(=O)NNC(=O)CN1C(=O)c2ccccc2C1=O,-5,4,4,97,-5,7,-2.4,-3,-5,1
Fc1ccccc1N1CCN(CCCNc2ccc3nncn3n2)CC1,-2,26*,1,99,12,23,1.2,-2,-6,5
COC(=O)c1c(N=CN(C)C)c(C#N)c2n1CCCC2,-1,-4,-1,98,-4,3,-0.3,4,-5,2
CSCCCc1cn([C@@H](CO)C(=O)NCCCCCCCCCCC(=O)N2CCNCC2)nn1,5,24*,-1,91,5,-3,-1.8,-9,-5,-4
CC1CC(C)(C)NC(=S)N1CC(=O)NCc1ccc(Cl)cc1 (centres undefined),-13,-1,0,97,12,-1,1.4,-4,-5,1
CC(=O)c1cccc(NC(=O)CSC(=O)c2ccccc2)c1,2,-2,6,100,6,4,-2.1,12,-15,-29
COc1cccc(CNC(=O)c2nnn(-c3ccc(OC(F)(F)F)cc3)c2N)c1,0,-2,-2,101,-4,-9,4.4,0,-4,-5
Nc1nc(SCc2ccc(F)cc2)ns1,8,0,2,88,5,-3,-0.1,1,-4,-12
O=C(CCN1C(=O)/C(=C/c2cccc(Br)c2)SC1=S)Nc1cccnc1,-19,1,-7,90,6,-21,-1.5,-2,-17,-2
COc1ccnc2c1c(=O)n(Cc1ccccc1Cl)c(=O)n2C,-10,1,-2,101,1,8,-0.6,-9,-4,8
Cc1cccc(-n2c(SCC(=O)Nc3ccc4c(c3)OCO4)nnc2-c2ccoc2C)c1,-6,11,1,99,2,-12,0.4,-4,-5,0
C=CCSc1nc(N)c(NC(=O)c2ccco2)c(=O)[nH]1,·,1,-1,96,6,1,1.2,-2,17,6
CCC(C)COC(=O)C(C#N)c1nc2ccccc2nc1N1CCCCC1 (centres undefined),-7,-4,-2,88,11,-8,0.7,-2,-5,5
O=C1[C@H]2[C@@H](c3ccc(C(F)(F)F)cc3)N[C@]3(CCCN(Cc4ccco4)C3=O)[C@H]2C(=O)N1Cc1ccccc1,0,1,3,103,3,-9,0.0,3,-4,4
O=C(NCc1ccccc1)C1=C[C@H](C2CCCCC2)C[C@H](OCCCCO)O1,-1,3,1,100,3,-8,0.4,-4,-4,11
CCOc1ccc(C2=CC(=O)C[C@H](c3ccc(OC)cc3)C2)cc1,3,-2,8,87,1,-2,-0.4,7,-5,-2
Cc1ccsc1C(=O)N1CC(=O)Nc2ccccc21,4,2,4,91,3,-2,3.2,-2,·,4
O=C(NCCSC1CCCCC1)c1ccccc1,2,-1,-1,98,7,-2,-2.2,-3,-3,-2
CNC(=S)Nc1ccc(N2CCN(c3ccc(C(F)(F)F)cn3)CC2)nc1,-6,0,-1,102,-2,-8,-0.9,2,-3,2
O=C(NCc1cccnc1)c1cn(-c2ccccc2)nc1-c1cccs1,1,-1,1,96,1,2,0.7,-4,-11,2
O=[N+]([O-])c1ccc(N2CCN(Cc3ccccc3)CC2)nc1,1,-2,0,94,13,1,0.2,-4,-4,4
COc1cccc2c(=O)n(CC(=O)Nc3cccc(F)c3)ccc12,9,4,4,102,-2,-2,0.1,4,-7,-1
Cc1ccc(OCCOCCn2ccnc2)c(Br)c1,2,-8,-1,119,-1,-10,-2.3,-3,·,-5
# (listing goes on)
SMILES,PDI inh,m5-HT2A agonist,N-glyco inh,ABCB6 inh MLPCN,MC4R antagonist,H9c2 protect,MC4R barr agon,Granule exo inh,CaV13 ICDI inh,ABHD5 PLIN5 PPI
CC(=O)c1ccc(S(=O)(=O)N2CCN(C(=O)c3ccc(-n4nc(C)c(Cl)c4C)cc3)CC2)cc1,0,2,-2,95,0,-12,-1.8,2,-5,6
COc1ccc(N2CC(C(=O)Nc3ccc(S(=O)(=O)Nc4nc(C)cc(C)n4)cc3)CC2=O)cc1 (centres undefined),0,-5,2,98,5,-1,-1.1,-6,-8,-1
Cc1cc(C)c2c(=O)n3c(nc2c1)C(CC(C)C)NC(=O)c1cccnc1-3 (centres undefined),-7,-1,0,95,4,-4,-0.1,-3,-4,-13
Cc1ccc(-c2ccc(CN3C(CC(C)C)C(=O)N(Cc4cn(CCC5OCCCO5)nn4)CCS3(=O)=O)cc2)cc1 (centres undefined),17,-7,2,101,10,12,-1.3,10,-10,8
COc1cccc(C2=CC(=O)C[C@H](c3ccc4c(c3)OCO4)C2)c1OC,1,-4,-2,101,0,1,-0.1,0,·,3
O=C(NNC(=O)c1ccccc1Br)c1ccncc1,-4,2,3,103,4,-2,-0.6,0,-21,-5
CC(C)CCC1(C)NC(=O)N(CC(=O)NCC(=O)Nc2ccc(F)c(F)c2F)C1=O (centres undefined),-2,7,4,97,-4,-2,-1.1,9,-7,3
COC(=O)CN1C(=S)N(C)C(=O)C1CC(=O)Nc1ccccc1 (centres undefined),-6,1,2,100,-12,2,0.7,0,-5,6
C=CCn1c(SCCOC)nc2c1c(=O)[nH]c(=O)n2C,·,-2,3,97,9,1,-1.7,-5,-5,-5
CCOc1ccc(-c2n[nH]c(C)c2Oc2ccc(OC)cc2)c(O)c1,4,1,-1,·,5,-3,3.8,17,·,-12
Cc1ccc(N2CC(C(=O)NCc3ccccn3)CC2=O)cc1 (centres undefined),-13,0,3,98,-2,-5,-1.1,2,-8,-4
CC1(C)Cc2c(C#N)c(N3CCCC3)nc(-c3ccco3)c2CO1,·,-1,0,108,9,2,-1.4,3,-1,19
O=C(CSc1ccccc1F)NCCCN1CCCC1=O,-1,-2,-1,105,3,4,2.2,2,-5,12
COC(=O)[C@]12CCCCC=C1N(CCC1=CCCCC1)C(=O)[C@H](CC(=O)N1CCCC1)C2,·,-3,·,93,·,·,·,-1,-5,0
O=C(CSc1nnc(COc2ccc(Cl)cc2)o1)OC1CCCCC1,-1,0,-1,99,4,-7,0.8,3,-4,0
COc1ccc2[nH]cc(CCNC(=O)Cc3ccc(Br)cc3)c2c1,12,2,-2,102,2,0,-0.1,4,?,-2
O=C(Nc1ccccc1N1CCOCC1)C1CCN(S(=O)(=O)c2cccc(C(F)(F)F)c2)CC1,12,3,1,92,2,0,1.8,-4,-5,2
O=C(O)CCNC(=O)/C(=C\c1ccco1)NC(=O)c1ccco1,4,3,-1,98,2,6,-0.4,-4,-3,6
CN(C)S(=O)(=O)c1ccc(-c2csc(-c3cccnc3)n2)cc1,-9,6,-2,97,20,11,-4.9,5,-2,0
O=C(O)c1cccc(-c2csc(C(O)c3cccc(Cl)c3)n2)c1 (centres undefined),-3,0,3,98,9,-5,0.6,-2,-4,3
COC(=O)c1ccc(/C=N/OCC(=O)NC2CCCC(C)C2C)cc1 (centres undefined),1,-2,0,97,0,-5,-0.2,2,-3,0
O=C1/C(=C/c2ccncc2)Oc2cc(OS(=O)(=O)c3ccccc3)ccc21,-1,-1,3,104,1,11,-2.1,50,-6,21
CC(=O)Nc1cc(-c2ccccc2)cn2c(-c3ccc(F)cc3)cnc12,8,-6,-2,95,12,4,26*,14,-11,3
O=C(NN1CCOCC1)c1cc(-c2ccccc2)nc2ccccc12,-1,3,1,95,-2,16,-2.3,1,-4,1
COC(=O)CNC(=S)NC(=O)c1ccc(C(C)(C)C)cc1,3,-2,0,95,12,-10,0.1,-2,-4,-5
CC(C)(C)OC(=O)N[C@H](C(=O)OC(C)(C)C)c1ccc2c(c1)OCO2,-4,0,0,101,-4,3,-0.9,6,-1,-8
C=CCNC(=O)C(=O)c1cccn1-c1ccsc1C(=O)OC,8,-2,0,90,-1,1,-0.6,-2,-3,0
COc1ccc(N2CCN(C(c3cccs3)C(C)NC(=O)c3ccc4c(c3)OCO4)CC2)cc1 (centres undefined),-1,3,2,98,34*,-2,1.4,-2,-7,-1
CC(=O)Nc1ccc(S(=O)(=O)N[C@@H](C)C(=O)OCC(=O)Nc2ccc3c(c2)OCCO3)cc1,2,-3,-1,104,8,1,-0.2,2,-5,-5

# Source: PubChem (several laboratories)
